Screening results from PubChem BioAssay.
TRPM1 prom inh – inhibitors of MITF-driven TRPM1 promoter in melanoma cells. SK-MEL-5 TRPM1 promoter luciferase, 24 h. inhibition, % at 12.5 µM. 330,000 compounds, 0.83% hits;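 active = mean inhibition across replicates of 60% or more, whatever share of single replicates reaches that level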; also: values of inactives mirror those of a sister screen read the other way
CaV13 FRET inh – Disruptors of the CACNA1D IQ motif to Ca2+-dependent inactivation inhibitor domain association, primary screening, Förster resonance energy transfer in intact living …; HEK cells, CFP/YFP FRET ICDI-IQ, plate reader, 10 min; percent FRET-ratio fall versus neutral wells; inhibition, % at 12.3 µM; 340,000 compounds, 0.098% hits;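 active = mean replicate inhibition of at least 30% and at least 1% of replicates passing that level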;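 also: 0% = median of the neutral control wells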
Cardio protect – myocardial damage modulation in H9c2 cells; protection from H2O2 cell death, % at 20 µM; 360,000 compounds, 0.63% hits; H9c2 cardiomyocytes, H2O2 injury protection, ATPLite, 2 h;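 active = compounds giving at least 50% protection of heart cells from peroxide-induced death in the single-dose screen, raw or plate-pattern-corrected value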;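 also: 0% = DMSO wells with peroxide and 100% = DMSO wells without peroxide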
PDI inh – PDI (human) enzyme inhibition | inhibition, % at 10 µM | 350,000 compounds, 0.052% hits | P07237 | PDI insulin aggregation turbidity, A650, 90 min;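 active = mean inhibition across replicates of 30% or more, whatever share of single replicates reach that level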;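 also: absorbance from insulin aggregation driven by PDI reduction with DTT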
Target sequence (P07237 whole entry, looked up): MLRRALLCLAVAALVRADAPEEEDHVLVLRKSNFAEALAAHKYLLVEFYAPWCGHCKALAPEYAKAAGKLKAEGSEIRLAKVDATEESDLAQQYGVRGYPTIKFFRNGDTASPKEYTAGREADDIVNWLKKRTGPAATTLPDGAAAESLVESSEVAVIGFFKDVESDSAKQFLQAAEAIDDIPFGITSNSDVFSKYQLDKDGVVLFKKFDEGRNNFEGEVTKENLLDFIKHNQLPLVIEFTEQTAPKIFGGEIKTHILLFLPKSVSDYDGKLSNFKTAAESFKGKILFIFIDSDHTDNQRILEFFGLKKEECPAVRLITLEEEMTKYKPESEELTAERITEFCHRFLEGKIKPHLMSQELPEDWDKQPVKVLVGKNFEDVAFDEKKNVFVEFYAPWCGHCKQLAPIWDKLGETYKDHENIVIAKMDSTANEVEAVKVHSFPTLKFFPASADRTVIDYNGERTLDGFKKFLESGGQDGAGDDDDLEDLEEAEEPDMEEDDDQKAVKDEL
HIF-2a inh – inhibitors of HIF-2a | 786-0 RCC cells HIF-2a reporter, luciferase luminescence, overnight | inhibition, % at 18.8 µM | 360,000 compounds, 0.72% hits | AID 624352;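 active = inhibition of the luminescence signal of 40% or more relative to plate controls, in a single-dose primary screen at 18.75 µM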
NR2E3 ag-1 – human photoreceptor-specific nuclear receptor agonism | CHO-S Gal4-NCOR/VP16-NR2E3 two-hybrid, luciferase | inhibition of corepressor binding, % at 3.98 µM | AID 602229 | 360,000 compounds, 0.35% hits | Q9Y5X4;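 active = inhibition above the mean of all tested compounds plus 3 SD, cut at about 70% in these data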;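 also: 0% = DMSO with NR2E3 transfected cells and 100% = cells lacking NR2E3 construct; higher means lower luciferase signal from less NR2E3 corepressor binding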
Target sequence (Q9Y5X4 whole entry, looked up, the tested form may be a part): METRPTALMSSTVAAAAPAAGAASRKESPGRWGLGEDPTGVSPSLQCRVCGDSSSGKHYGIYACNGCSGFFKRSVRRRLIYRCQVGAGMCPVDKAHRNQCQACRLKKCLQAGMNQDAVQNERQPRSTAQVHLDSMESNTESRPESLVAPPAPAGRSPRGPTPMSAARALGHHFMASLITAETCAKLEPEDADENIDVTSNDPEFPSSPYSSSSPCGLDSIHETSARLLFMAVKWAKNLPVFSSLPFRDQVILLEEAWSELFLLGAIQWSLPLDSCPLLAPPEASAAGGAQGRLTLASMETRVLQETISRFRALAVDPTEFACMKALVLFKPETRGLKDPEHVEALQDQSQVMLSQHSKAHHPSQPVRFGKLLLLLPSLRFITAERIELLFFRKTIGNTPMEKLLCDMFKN
HTR2A ag – activates the mouse 5-HT2A serotonin receptor | CHO-K1 mHTR2A beta-arrestin complementation, luminescence; percent of 30 µM serotonin response | P35363 | 360,000 compounds, 0.66% hits | activation, % at 7.6 µM;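 active = activation above a run cutoff, the mean activation of all tested compounds plus 3 SD, cut at about 14% in these data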;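 also: 0% = plate median of compound wells and 100% = 30 µM serotonin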
Peg3 promoter – Peg3 promoter activity inhibition; inhibition, % at 20 µM; HeLa PEG-Prom luciferase reporter, luminescence, overnight; 360,000 compounds, 1.7% hits;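 active = inhibition of at least 50% at 20 µM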
NR2E3 ag-2 – NR2E3 (human) agonism; GST-NR2E3/biotin-RetCOR TR-FRET, 1536-well; inhibition of corepressor binding, % at 4.78 µM; 320,000 compounds, 0.12% hits; AID 2300;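 active = percent inhibition above the cutoff of mean plus 3 SD of all tested compounds, set per screening campaign, cut at about 20% in these data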;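 also: 0% = DMSO wells and 100% = biotin wells as full block of FRET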
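Test system: GST-NR2E3 and biotin-RetCOR proteins | Quantity: 1.35 nM GST-tagged NR2E3 final | Medium: Tris pH 7.5 | Also added: 7 nM biotin-RetCOR | Dosing: Compound at 4.8 µM, single dose | Timing: 5 h at 4 °C | Detection: Time-resolved FRET | Read-out basis: Percent inhibition | Benchmarks: Biotin wells as high control, 0.6% DMSO wells as low control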
iPSC survival up – hiPSC single-cell survival enhancement | ATPlite luminescence; 100% = ROCK inhibitor wells, 0% = DMSO | AID 602274 | 360,000 compounds, 0.044% hits | survival enhancement, % at 20 µM; in the data active = survival enhancement above about 18%;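 also: cells exposed to compounds for 16 hours before the ATP read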
Shn3 inh set2 – Schnurri-3 reporter inhibition in Clone20 osteoblasts; Clone20 osteoblast Shn3 3'UTR firefly luciferase, 24 h; inhibition, % at 12.5 µM; 360,000 compounds, 0.52% hits; AID 588674;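 active = mean inhibition of at least 75% with every replicate also reaching 75%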;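 also: 0% = median of neutral control wells and 100% = pilot-screen positive control compound; some compounds past the cut are filed as inactive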
An asterisk follows results filed as active; . = not tested or not shown.

The line under a structure holds: NR2E3 ag-1	TRPM1 prom inh	NR2E3 ag-2	PDI inh	Shn3 inh set2	CaV13 FRET inh	Cardio protect	HIF-2a inh	HTR2A ag	Peg3 promoter	iPSC survival up
#1 CN(C)c1ccc(/C=C2/SC(=O)N(CCN=C3NS(=O)(=O)c4ccccc43)C2=O)cc1
    -47	-33	0	-13	-45	-4	-12	-81	-2	-59	0.1
#2 CN(CC(=O)Nc1ccccc1N1CCCC1)S(=O)(=O)c1ccc(F)cc1
    4	4	-1	4	14	-15	2	12	-1	14	-0.4
#3 OCCN1CCN(CC#CCC(c2ccccc2)c2ccccc2)CC1
    3	-4	-1	9	0	-3	4	16	-3	5	0.0
#4 COc1ccccc1NC(=O)c1ccc(S(=O)(=O)N2CCOCC2)cc1
    -3	5	2	2	7	-4	3	3	-2	14	0.2
#5 Cc1c(C(=O)OCC(=O)N2CC(=O)Nc3ccccc32)oc2ccccc12
    -28	19	2	1	5	-6	24	0	-2	7	-2.5
#6 CCCOc1ccc(-c2c(C(=O)N/N=C/c3ccncc3)nnn2-c2nonc2N)cc1
    -21	-14	1	4	2	-7	3	3	-7	-1	0.5
#7 O=S(=O)(c1cccc2nsnc12)N1CCN(C/C=C/c2ccccc2)CC1
    -15	-3	2	-1	-9	-3	-5	24	-6	4	0.9
#8 Cc1noc(C)c1-c1ccc(C(=O)NC2CCCCC2)c2occc12
    -28	.	.	15	-36	-5	7	-328	4	-165	1.9
#9 COCC1CCCN(Cc2cn(Cc3ccccc3)nc2-c2cc3ccccc3o2)C1 (stereo not drawn)
    11	-13	2	13	23	-5	-11	2	6	27	-0.7
#10 CC(C)(C)c1ccc(C(=O)NC(=S)N2CCCCCC2)cc1
    18	11	-4	-2	7	.	14	-50	-13	-36	0.0
#11 Cc1ccc(C(=O)Nc2cccc3ccccc23)o1
    -33	.	2	15	-18	-18	3	-65	-3	-26	-0.3
#12 COC(=O)C1=C(C)N(Cc2ccccc2)C(=NCCc2ccccn2)N[C@H]1c1cccc(F)c1
    17	-2	0	-4	4	-8	3	7	0	-10	-4.5
#13 CCc1ccc(-c2nc(CN3CCC(C(=O)NCCN(CC)c4ccccc4)CC3)c(C)o2)cc1
    8	67*	0	-8	60	-3	-18	-49	1	108*	-1.9
#14 COc1ccc(C)cc1NC(=O)C1CCCN(S(=O)(=O)c2cnc[nH]2)C1 (stereo not drawn)
    -36	-1	0	7	2	3	2	16	4	-2	2.0
#15 C(=N\Nc1nc2ccccc2[nH]1)/c1cccc2cccnc12
    -22	14	-2	7	78	-5	-15	-190	-14	-84	-0.7
#16 O=C(O)c1cc(S(=O)(=O)NCc2ccco2)c(Cl)cc1Cl
    -6	-12	1	1	-8	.	-1	5	8	-4	-2.3
#17 Cc1ccc(S(=O)(=O)N2CCC(C(=O)Nc3nnc(C)s3)CC2)cc1
    -10	3	1	8	6	-4	0	14	-4	22	0.4
#18 O=[N+]([O-])c1ccc(S(=O)(=O)N2CCN(c3ccc(N4CCOCC4)nn3)CC2)cc1
    19	17	-6	0	-17	-6	1	-9	7	-4	-0.2
#19 COc1ccc(CCn2c(O)c(C=Nc3cccc(F)c3)c(=O)[nH]c2=O)cc1OC
    -18	.	-2	10	-100	-20	-2	18	1	17	-0.2
#20 Cc1cccc(NC(=O)C2(C)CC3c4ccccc4C2c2ccccc23)c1 (stereo not drawn)
    -11	-1	-3	9	19	-5	4	10	11	17	-2.2
#21 CCOc1ccccc1-c1cc(C(=O)N/N=C/c2ccc(O)c(OC)c2)c2ccccc2n1
    -16	0	3	-4	-13	-3	9	-34	-6	15	2.1
#22 C=CCN1C(=O)N(c2ccc(Cl)cc2)C(=O)C1CC(=O)Nc1ccc(F)cc1 (stereo not drawn)
    -5	4	-1	6	5	-2	-2	13	-1	14	0.7
#23 COc1ccc(CCNC(=O)C(=O)NCC2CCCN2S(=O)(=O)c2ccccc2)cc1OC (stereo not drawn)
    16	-2	4	2	22	-6	74*	19	-2	56*	-0.2
#24 CC(=O)c1ccc(-n2nnnc2SCC(=O)N2CCc3ccccc3C2)cc1
    -4	0	.	-12	8	-5	-1	9	-2	8	9.1
#25 O=C(COC(=O)CCCCCN=C1NS(=O)(=O)c2ccccc21)Nc1ccc(Cl)c(Cl)c1
    -8	11	-2	-3	5	-2	8	3	4	-11	0.1
#26 CCOC(=O)Cc1ccc2sc(-c3ccccc3)nc2c1
    -28	-18	0	-1	-52	-16	-17	-105	0	-174	-1.4
#27 O=C(c1cccnc1NCc1ccc(F)cc1)N1CCOCC1
    -17	-4	1	17	11	-3	0	-5	0	6	8.8
#28 CC(C)C[C@@H](CNCC(=O)[C@H](Cc1ccccc1)NC(=O)c1[nH]cnc1C(=O)N[C@@H](C)CN)NC(=O)c1nc[nH]c1C(=O)N[C@@H](C)C(=O)O
    -19	-3	.	-3	-12	-9	-1	-2	5	-4	1.3
#29 CCOc1ccc(S(=O)(=O)N2CCC(C(=O)NC3CC3)CC2)cc1C
    -15	10	3	-8	5	-6	-2	6	-1	7	-0.3
#30 CCC(=O)N/N=C/c1ccc(-c2ccc([N+](=O)[O-])cc2)o1
    -12	-18	1	-1	-17	-115	8	-50	-1	-36	-0.1

Some of these compounds in order of molecular weight, highest first.
The line under a structure holds: NR2E3 ag-1	TRPM1 prom inh	NR2E3 ag-2	PDI inh	Shn3 inh set2	CaV13 FRET inh	Cardio protect	HIF-2a inh	HTR2A ag	Peg3 promoter	iPSC survival up
#25 O=C(COC(=O)CCCCCN=C1NS(=O)(=O)c2ccccc21)Nc1ccc(Cl)c(Cl)c1
    -8	11	-2	-3	5	-2	8	3	4	-11	0.1
#18 O=[N+]([O-])c1ccc(S(=O)(=O)N2CCN(c3ccc(N4CCOCC4)nn3)CC2)cc1
    19	17	-6	0	-17	-6	1	-9	7	-4	-0.2
#22 C=CCN1C(=O)N(c2ccc(Cl)cc2)C(=O)C1CC(=O)Nc1ccc(F)cc1 (stereo not drawn)
    -5	4	-1	6	5	-2	-2	13	-1	14	0.7
#7 O=S(=O)(c1cccc2nsnc12)N1CCN(C/C=C/c2ccccc2)CC1
    -15	-3	2	-1	-9	-3	-5	24	-6	4	0.9
#4 COc1ccccc1NC(=O)c1ccc(S(=O)(=O)N2CCOCC2)cc1
    -3	5	2	2	7	-4	3	3	-2	14	0.2
#16 O=C(O)c1cc(S(=O)(=O)NCc2ccco2)c(Cl)cc1Cl
    -6	-12	1	1	-8	.	-1	5	8	-4	-2.3

Continuation:
The line under a structure holds: NR2E3 ag-1	TRPM1 prom inh	NR2E3 ag-2	PDI inh	Shn3 inh set2	CaV13 FRET inh	Cardio protect	HIF-2a inh	HTR2A ag	Peg3 promoter	iPSC survival up
#31 COc1ccc(C)cc1NC(=O)C(OC(=O)c1cnccn1)c1ccccc1 (stereo not drawn)
    -6	-11	-5	2	8	-6	0	-3	-4	-1	-0.4
#32 COc1ccc(C2NC(=O)NC(C)=C2C(=O)OC2CCC(C)CC2)cc1 (stereo not drawn)
    -18	.	.	-4	15	25	1	7	-1	24	0.2
#33 COC(=O)C1=C(C)N(Cc2ccccc2)C(=NCc2ccccc2)N[C@H]1c1ccccc1
    20	83*	.	6	12	-5	-14	-2	-2	92*	-4.2
#34 CCOc1ccc(CC(C(N)=O)C(N)=O)cc1CN(C)C
    -17	-1	-3	-11	10	.	0	16	3	6	5.5
#35 CC1CCCCC12NC(=S)N(c1ccccc1)N2 (stereo not drawn)
    -39	9	-2	-2	-24	-21	-3	-53	1	-10	-0.1
#36 COc1ccc(N2CCN(C(=O)CCC(=O)N3Cc4ccccc4Oc4ncccc43)CC2)cc1
    18	-3	5	-2	7	-2	-4	3	-5	-4	0.3
#37 CN1CCN(c2ccccc2NC(=O)c2ccc(OCc3ccccc3)cc2)CC1
    4	-4	2	-5	.	-3	5	2	-11	25	-2.3
#38 Cc1ccc(NC(=S)/N=C(\N)Nc2nc(C)c3ccccc3n2)cc1C
    -18	27	1	17	16	.	-10	-100	-2	-34	-1.0
#39 Cc1cccc(NS(=O)(=O)c2ccc([N+](=O)[O-])cc2)n1
    -14	-7	1	7	-3	-20	-3	18	2	11	1.5
#40 CCN(CC)S(=O)(=O)c1ccc(OC)c(NC(=O)c2cc([N+](=O)[O-])ccc2Cl)c1
    -6	10	3	-6	20	-5	-12	21	2	36	-3.2
#41 COc1ccc(NC(=O)CN(C)S(=O)(=O)c2cnc[nH]2)cc1Cl
    -13	-1	-3	-7	-13	-3	2	-17	8	-15	0.3
#42 COc1ccc2oc(C(=O)NCc3ccco3)c(C)c2c1
    -56	-24	-3	6	-38	-2	-2	-161	-5	-167	-0.4
#43 COc1ccc(NC(=O)CSc2nncc(=O)n2N)cc1OC
    0	12	1	7	1	-6	6	-5	5	5	-0.5
#44 O=C(CN1CCN(c2ccccc2F)CC1)Nc1nnc(C(F)(F)F)s1
    -4	13	7	-1	-17	-2	-4	27	-1	22	1.3
#45 CC(C)(CO)N=Cc1c(O)[nH]c2ccccc12
    -19	25	-3	0	-7	.	2	7	-3	6	-4.2
#46 COc1ccc(CN2C=C3C(=O)C(C)(OC(=O)CCc4ccccc4)C(=O)C=C3C=C2c2ccc(C#N)cc2)cc1 (stereo not drawn)
    -19	-3	1	-2	-2	-11	11	-12	4	3	3.1
#47 COc1cccc(NC(=S)/C(=C(\[O-])c2ccc([N+](=O)[O-])cc2)[n+]2ccccc2)c1
    3	-10	2	-3	-37	-3	-2	-19	-1	-4	0.1
#48 CCSC1=C(C#N)C(c2ccc(Cl)cc2)C2=C(CCCC2=O)N1 (stereo not drawn)
    -5	-3	-1	5	-2	-4	1	20	-4	3	-1.0
#49 Cc1ccc(-c2cc(C(=O)n3cnc4ccccc43)c3ccccc3n2)cc1C
    -105	-20	4	2	-50	-3	-28	-160	1	-127	-1.9

Look-ups from above:
Result of cpd 45 in TRPM1 prom inh: 25
Result of cpd 32 in PDI inh: -4
Result of cpd 40 in Peg3 promoter: 36
Result of cpd 36 in NR2E3 ag-1: 18
Result of cpd 35 in HIF-2a inh: -53
Result of cpd 31 in Peg3 promoter: -1
